# Screening results (PubChem BioAssay)
# Tn7 DDE FP = inhibitors of Tn7 peptide binding to fibrin DD(E), primary screen, biochemical, fluorescence polarization, human fibrin, Tn7 probe. Fibrinogen beta chain (Homo sapiens), P02675. FP displacement of FITC-Tn7 peptide from fibrin DD(E); 0% = median of compound wells per plate. inhibition, % at 8.3 µM. actives 0.13% (n = 370,000). AID 720508, 2013;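 active = inhibition above the mean of compounds falling within the control limits plus 3 SD of them, cut at about 14% in these data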;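 also: 0% = plate median of compound wells and 100% = 10 µM Aha-Tn7 peptide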
#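 Test system – human fibrin DD(E) · Times – 10 min preincubation, 3 h with tracer, room temperature · Detection – fluorescence polarization of the labelled Tn7 tracer · Measure – percent inhibition normalized to high-control wells · Benchmarks – high control wells with 10 µM unlabelled Aha-Tn7 peptide (full inhibition) · Repeats – singlicate testing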
# ARFGAP1 inh = inhibitors of rat ARFGAP1 GAP activity, primary screen, biochemical, fluorescence polarization, GDP tracer; Arfgap1-stimulated ARF1 GTP hydrolysis, GDP FP detection; inhibition, % at 16.5 µM; actives 0.26% (n = 360,000); AID 651572, 2012;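 active = inhibition above a per-plate limit, mean inhibition of low control wells plus 3 SD, cut at about 25% in these data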;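 also: 0% = DMSO wells with enzyme and 100% = wells lacking Arfgap1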
#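 System: truncated rat Arfgap1 GAP domain / Medium: HEPES-based buffer, pH 7.5 / Also added: N-terminally truncated human ARF1-GTP substrate / Incubation: enzyme reaction 120 min at 25 °C after 20 min preincubation / Measured by: FP of antibody-bound GDP Alexa 633 tracer, ex 620/em 688 nm / Replicates: singlicate, each compound tested once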
# UHRF1 binding = UHRF1 methylated DNA binding inhibitors, primary screen, counter-screen for MBD2 inhibitor project, biochemical, TR-FRET, human UHRF1, single concentration; actives 0.75% (n = 370,000); E3 ubiquitin-protein ligase UHRF1 (Homo sapiens), Q96T88; inhibition, % at 4.4 µM; UHRF1 binding to methylated oligo; in the data active = inhibition above about 21%;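 also: UHRF1 SRA domain binding a hemimethylated CpG hairpin DNA probe; 0% = median of test compound wells and 100% = reference inhibitor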
# MBD2 DNA inh = inhibitors of MBD2 binding to methylated DNA, primary screen, biochemical, TR-FRET, DNA-binding domain, human; actives 0.31% (n = 370,000); Methyl-CpG-binding domain protein 2 (Homo sapiens), Q9UBB5; inhibition, % at 4.4 µM; AID 686964, 2013; MBD2 binding to methylated oligonucleotide; in the data active = inhibition above about 13%
# ASAP1 inh = inhibitors of human ASAP1 ArfGAP activity, primary screen, biochemical, fluorescence polarization; Arf-GAP with SH3 domain, ANK repeat and PH domain-containing protein 1 (Homo sapiens), …; ASAP1-stimulated ARF1 GTP hydrolysis, GDP FP detection; actives 0.19% (n = 360,000); AID 624377, 2012; inhibition, % at 16.5 µM; in the data active = inhibition above about 25%;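 also: 0% = vehicle with enzyme and substrate and 100% = no enzyme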
# PLC-gamma1 inh = PLC-gamma1 enzyme inhibitors, primary screen, biochemical, fluorescence, purified enzyme. 1-phosphatidylinositol 4,5-bisphosphate phosphodiesterase gamma-1 (Homo sapiens), P19174. fluorogenic substrate. inhibition, % at 12.2 µM. actives 0.84% (n = 370,000); in the data active = inhibition above about 9.5%
# Target sequence (P19174 whole entry, looked up): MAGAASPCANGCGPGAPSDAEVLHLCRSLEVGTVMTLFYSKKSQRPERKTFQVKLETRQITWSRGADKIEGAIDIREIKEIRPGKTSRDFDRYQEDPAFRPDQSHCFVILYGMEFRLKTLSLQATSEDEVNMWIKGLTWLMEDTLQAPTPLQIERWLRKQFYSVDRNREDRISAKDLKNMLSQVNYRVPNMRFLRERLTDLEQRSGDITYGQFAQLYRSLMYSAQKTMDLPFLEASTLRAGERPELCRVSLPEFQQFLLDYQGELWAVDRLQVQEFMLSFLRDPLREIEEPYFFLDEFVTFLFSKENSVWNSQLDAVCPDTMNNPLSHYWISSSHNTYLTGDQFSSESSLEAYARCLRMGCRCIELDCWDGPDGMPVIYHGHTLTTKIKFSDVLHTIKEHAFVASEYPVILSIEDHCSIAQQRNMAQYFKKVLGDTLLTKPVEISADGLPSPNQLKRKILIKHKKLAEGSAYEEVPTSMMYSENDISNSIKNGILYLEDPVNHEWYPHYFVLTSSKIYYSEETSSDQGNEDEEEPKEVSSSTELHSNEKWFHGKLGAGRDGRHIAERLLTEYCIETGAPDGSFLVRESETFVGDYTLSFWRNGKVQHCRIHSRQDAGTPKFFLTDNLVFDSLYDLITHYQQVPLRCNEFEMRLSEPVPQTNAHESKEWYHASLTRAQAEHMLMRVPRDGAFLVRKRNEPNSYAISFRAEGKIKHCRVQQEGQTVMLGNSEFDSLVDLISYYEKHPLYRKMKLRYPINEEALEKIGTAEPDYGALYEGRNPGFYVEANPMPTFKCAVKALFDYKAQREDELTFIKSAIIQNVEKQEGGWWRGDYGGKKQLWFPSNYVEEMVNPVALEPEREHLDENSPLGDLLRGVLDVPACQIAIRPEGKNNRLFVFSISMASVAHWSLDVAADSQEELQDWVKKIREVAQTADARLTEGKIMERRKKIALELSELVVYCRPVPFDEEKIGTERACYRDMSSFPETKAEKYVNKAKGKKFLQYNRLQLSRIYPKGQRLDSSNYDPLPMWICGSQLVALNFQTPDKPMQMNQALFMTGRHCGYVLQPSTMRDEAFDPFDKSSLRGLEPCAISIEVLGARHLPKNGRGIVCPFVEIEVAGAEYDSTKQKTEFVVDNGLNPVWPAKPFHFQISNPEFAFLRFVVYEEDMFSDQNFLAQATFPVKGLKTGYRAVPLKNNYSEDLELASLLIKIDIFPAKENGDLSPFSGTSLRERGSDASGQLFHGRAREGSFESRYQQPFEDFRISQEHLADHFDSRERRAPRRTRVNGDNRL
# ADAM17 inh = ADAM17 inhibitors, primary screen, biochemical, QFRET; AID 720648, 2013; inhibition, % at 6.95 µM; recombinant ADAM17, EDANS/DABCYL FRET peptide cleavage; actives 0.83% (n = 370,000);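 active = inhibition above the mean of compounds lying between control limits plus 3 SD, set per campaign, cut at about 8.5% in these data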;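 also: 0% = DMSO-only wells as the low control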
# PLC-beta3 inh = human PLC-beta3 inhibitors, primary screen, biochemical, fluorescence | 1-phosphatidylinositol 4,5-bisphosphate phosphodiesterase beta-3 (Homo sapiens), Q01970 | Purified PLC-beta3, fluorogenic substrate | inhibition, % at 12.2 µM | actives 0.18% (n = 370,000) | AID 720704, 2013; in the data active = inhibition above about 11%;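 also: 0% = median of compound wells on plate and 100% = full blocker control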
# Tn6 DDE FP = inhibitors of Tn6 peptide binding to fibrin DD(E), primary screen, biochemical, fluorescence polarization, human fibrin, Tn6 probe. Fibrinogen beta chain (Homo sapiens), P02675. Fibrin DD(E) TRITC-Tn6 fluorescence polarization displacement. inhibition, % at 8.3 µM. AID 720509, 2013. actives 0.21% (n = 370,000);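 active = inhibition above a per-campaign cutoff: mean of compounds within control limits plus 3 SD, cut at about 15% in these data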;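 also: 0% = median of all compound wells on the plate and 100% = blocking peptide control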
# proKLK7 act = proKLK7 zymogen activators, primary screen, biochemical, fluorescence intensity; Kallikrein-7 (Homo sapiens), P49862; activation, % at 7 µM; AID 652039, 2013; actives 0.9% (n = 370,000); purified proKLK7, EDANS-DABCYL substrate fluorescence; 100% is mature enzyme control, 0% vehicle;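 active = activation above the mean of all tested compounds plus 3 SD, computed per campaign excluding outliers beyond control limits, cut at about 13% in these data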
# Numbers without * were called inactive; i = inactive; . = not tested or not shown; & = joins results of further samples.
SMILES,Tn7 DDE FP,ARFGAP1 inh,UHRF1 binding,MBD2 DNA inh,ASAP1 inh,PLC-gamma1 inh,ADAM17 inh,PLC-beta3 inh,Tn6 DDE FP,proKLK7 act
O=C(CCCC(=O)N(c1ccc2c(c1)OCCO2)C(C(=O)NC1CCCCC1)c1ccc(Cl)cc1)Nc1ccccn1 (stereo unspecified),3,2,-1,2,3,-2,-2,3,9,0.3
CC1CN(C(C)C(=O)NC(c2ccccc2)c2ccccc2)CC(C)O1 (stereo unspecified),-3,-1,0,1,-3,1,-4,-3,-1,-0.4
CN(CC(=O)Nc1ccccc1C(=O)N1CCCC1)S(=O)(=O)c1ccc(Br)cc1,6,-1,0,2,6,-2,-3,0,2,0.1
Cc1c(C=O)c2ccccc2n1CCOc1ccccc1F,6,3,1,1,3,2,-3,0,4,-0.5
CCOC(=O)N1CCC(NC(=O)C2CCN(c3nc(-c4ccc(OC)cc4)no3)CC2)CC1,-5,5,4,-2,0,2,-4,-1,-12,0.1
Cc1ccc(NC(=O)CSc2nnnn2C2CCCC2)cc1S(=O)(=O)N1CCOCC1,-4,17,2,-2,15,2,-1,-1,5,0.0
CC1CN(C(=O)Cn2cnc3c2c(=O)n(C)c(=O)n3C)CC(C)O1 (stereo unspecified),-6,1,-2,1,-5,5,-1,4,6,0.5
O=C1c2sccc2-c2cccc3cccc1c23,3,5,-6,0,-9,i,-43,i,5,-14
COc1ccc(-c2cn(Cc3ccc(C(N)=O)cc3)c(-c3ccncc3)n2)cc1,0,9,0,0,5,-70,-6,-89,4,1.0
CCc1ccc(OCCNC(=O)c2ccc(S(=O)(=O)N(C)C)cc2)cc1,4,1,-3,1,6,3,1,2,3,0.1
CN(C(=O)COC(=O)CNC(=O)c1ccc(Cl)cc1Cl)c1ccccc1,6,2,2,7,-1,1,-2,2,4,0.3
NC(=O)OCC(COC(N)=O)c1ccccc1,-2&0,-7&-3,-2&-1,-8&-6,-7&8,0&2,0&1,3&2,1&12,0.2&0.3
O=C(CN1C(=O)S/C(=C\c2ccc(Cl)cc2)C1=O)NNC(=O)c1ccccc1O,-2,7,1,8,15,3,0,-14,-5,0.5
COc1ccc(CCNC(=O)C2CCCN(c3ncnc4c3nc3n4CCCCC3)C2)c(OC)c1 (stereo unspecified),8,8,3,2,1,-1,0,-7,1,-0.2
COc1cc(C2CC(=O)Oc3c(C(CCN4CCOCC4)c4ccc(N(C)C)cc4)c(OC)cc(OC)c32)cc(OC)c1OC (stereo unspecified),-3,5,-2,-1,-1,1,3,2,-3,-0.1
COc1ccc(CCC(=O)NNC(=O)Nc2ccccc2Cl)cc1,3,-3,1,-5,-15,2,6,-1,-2,-0.2
Cc1oc(CC(C)C)cc1C(=O)Nc1ccc(C(=O)O)cc1,-1,8,2,2,-6,6,-2,-3,-3,0.1
OC[C@@H]1CN(Cc2ccc(-c3ccccc3)cc2)C[C@H](n2cnc3c(NC4CC4)ncnc32)O1,-4,2,0,-2,-5,-1,-1,0,7,0.9
CCCCCCn1c(CN2CCCCC2CC)nc2c1c(=O)n(C)c(=O)n2C (stereo unspecified),1,1,0,4,-5,0,-6,-2,-5,-0.1
COc1ccc(N(CC(=O)Nc2ccccc2OC)S(=O)(=O)c2ccc(OC)c(OC)c2)cc1,0,2,1,10,7,-1,0,-5,4,0.7
Nc1[nH]c(C(=O)c2ccccc2)c(-c2ccc(F)cc2)c1C(=O)NCc1ccccc1,-2,-4,-2,2,5,3,-2,-1,0,0.1
O=C(/C=C/c1ccc(-c2cccc([N+](=O)[O-])c2)o1)N1CCOCC1,2,-2,-4,-6,1,1,2,-6,2,-0.2
O=C(NCCN1CCN(Cc2ccccc2)CC1)c1cc2c(=O)[nH]c3ccccc3c2s1,2,14,-10,-12,10,-160,-187,-161,-1,-1.1
Cc1nc2c3cc(F)ccc3n(CCN3CCCCC3)c2s1,3,6,7,5,3,9.7*,-3,-10,-9,-0.2
Cc1ccc(-c2cc(C(=O)Nc3ccc(S(=O)(=O)Nc4cc(C)on4)cc3)c3ccccc3n2)c(C)c1,4,4,2,3,10,0,1,-3,3,-0.6
COc1cccc(-c2cnc3c(NC(C)=O)cc(-c4cccc(C(=O)NCCN(C)C)c4)cn23)c1,-10,44*,7,3,10,-20,-2,-38,0,-0.5
Nc1ncnc2oc(-c3ccco3)c(-c3ccco3)c12,-4,-12,92*,81*,7,-66,-27,-100,-2,-2.0
CCc1nnc(NC(=O)CSc2nnc(CNC(=O)c3ccccc3F)n2C)s1,-5,5,-1,2,9,0,-2,-4,6,2.7
CCC[C@H]1[C@@H](NC(=O)c2ccc(Cl)cc2)CC[C@@]23CCCN2C(=O)CCC[C@@H]13,0,.,0,4,.,-2,-5,0,-1,.
CCc1ccc(C(=O)CN2C(=O)NC3(CCOc4ccccc43)C2=O)s1 (stereo unspecified),-3,-7,-2,0,9,2,1,-3,1,0.8
CC(C)C(=O)Nc1nc(-c2ccc([N+](=O)[O-])cc2)cs1,2,-7,5,2,15,4,-2,3,-4,0.4
CN(C(=O)CC1C(=O)NCCN1CC1CCCCC1)C1CCOCC1 (stereo unspecified),-3,2,1,-7,-3,-35,-21,-48,7,-0.3
CCCCNC1c2ccccc2C(=O)N1Cc1ccccc1 (stereo unspecified),-6,5,0,6,2,1,-2,-3,-2,0.0
Cc1ccc(S(=O)(=O)n2nc(C)c(C#N)c2N)cc1,-9,-5,-2,-2,-17,-1,-1,-4,2,-0.3
Brc1c(CSc2nc3ccccc3s2)nc2ncccn12,-5,1,-1,-3,10,-174,-91,-193,-8,1.2
Cc1ccc(C)c(NC(=O)Cc2csc(-c3ccccc3)n2)c1,0,5,2,-1,5,2,5,2,0,-0.1
O=C(CN1N=C(c2ccccc2)CCC1=O)NCCN1CCc2ccccc2C1,0,-5,-1,-4,-5,1,1,2,0,0.3
O=C(CNS(=O)(=O)c1cccs1)N1CCCCC1,0,9,0,-2,0,1,-3,-7,-1,0.4
O=C(CSc1nnc(-c2cccnc2)n1-c1ccccc1)Nc1ccccn1,0,1,2,2,0,3,-1,0,4,-0.1
Cc1cn([C@H]2C=C[C@@H](CO)O2)c(=O)[nH]c1=O,-1&-3,2&3,-1&0,0&-2,11&-4,-1&2,-14&-2,1&3,0&-1,0.7&-0.3
Brc1ccc(CN2CCN(c3ccccn3)CC2)s1,-5,13,-2,1,-8,4,-1,4,5,0.1
COc1ccc(CCNC(=O)COC(=O)COc2c(C)cc(C)cc2C)cc1OC,5,0,2,4,7,-2,0,-12,2,0.0
CC(=O)Nc1ccc(S(=O)(=O)N2CCc3cc4c(cc3C2)OCCCO4)cc1,0,3,5,9,4,1,-4,-10,-6,-1.1
O=C(CC1C(=O)NCCN1Cc1ccccc1)NCCN1CCCCC1=O (stereo unspecified),-1,-10,0,-2,-11,-12,-8,-26,4,0.9
COc1ccc(NC(=S)NCC(c2ccco2)N2CCCC2)cc1 (stereo unspecified),-1,12,8,7,5,-2,-6,-5,-8,-0.1
COCCNC(=O)c1nc2ccccc2s1,0,-6,-2,-3,-4,-1,-4,-2,1,-0.5
CC1CCN(C(=O)CSCc2ccc(Cl)cc2)CC1,5,-6,-1,-1,-9,-1,-1,0,3,-0.5
CCCc1cc(=O)oc2cc(C)cc(OCC(=O)Nc3cccnc3)c12,0,8,4,6,15,-39,-39,-89,4,-0.1
CCC(C)N(C(=O)COC(=O)c1ccccc1SCC(=O)N1CCCC1)C1CCS(=O)(=O)C1 (stereo unspecified),-1,-12,1,0,-3,0,0,-1,8,-0.5

# Gathered by group, those above containing an aryl methoxy group.
SMILES,Tn7 DDE FP,ARFGAP1 inh,UHRF1 binding,MBD2 DNA inh,ASAP1 inh,PLC-gamma1 inh,ADAM17 inh,PLC-beta3 inh,Tn6 DDE FP,proKLK7 act
CCOC(=O)N1CCC(NC(=O)C2CCN(c3nc(-c4ccc(OC)cc4)no3)CC2)CC1,-5,5,4,-2,0,2,-4,-1,-12,0.1
COc1ccc(-c2cn(Cc3ccc(C(N)=O)cc3)c(-c3ccncc3)n2)cc1,0,9,0,0,5,-70,-6,-89,4,1.0
COc1ccc(CCNC(=O)C2CCCN(c3ncnc4c3nc3n4CCCCC3)C2)c(OC)c1 (stereo unspecified),8,8,3,2,1,-1,0,-7,1,-0.2
COc1cc(C2CC(=O)Oc3c(C(CCN4CCOCC4)c4ccc(N(C)C)cc4)c(OC)cc(OC)c32)cc(OC)c1OC (stereo unspecified),-3,5,-2,-1,-1,1,3,2,-3,-0.1
COc1ccc(CCC(=O)NNC(=O)Nc2ccccc2Cl)cc1,3,-3,1,-5,-15,2,6,-1,-2,-0.2
COc1ccc(N(CC(=O)Nc2ccccc2OC)S(=O)(=O)c2ccc(OC)c(OC)c2)cc1,0,2,1,10,7,-1,0,-5,4,0.7
COc1cccc(-c2cnc3c(NC(C)=O)cc(-c4cccc(C(=O)NCCN(C)C)c4)cn23)c1,-10,44*,7,3,10,-20,-2,-38,0,-0.5
COc1ccc(CCNC(=O)COC(=O)COc2c(C)cc(C)cc2C)cc1OC,5,0,2,4,7,-2,0,-12,2,0.0
COc1ccc(NC(=S)NCC(c2ccco2)N2CCCC2)cc1 (stereo unspecified),-1,12,8,7,5,-2,-6,-5,-8,-0.1

# Copied from the list.
# In ASAP1 inh, COCCNC(=O)c1nc2ccccc2s1 has -4
# In PLC-beta3 inh, CCC(C)N(C(=O)COC(=O)c1ccccc1SCC(=O)N1CCCC1)C1CCS(=O)(=O)C1 (stereo unspecified) has -1
